Screening results as filed in PubChem BioAssay.
TR-FRET SRC-2 ct = TR-FRET artefact, counter-screen to PPARgamma/SRC-2 agonist assay; AID 1049; hits give high values; TR-FRET ratio at 8 µM; 200,000 compounds, 0.4% hits; in the data active means TR-FRET ratio above about 2000; further: inactives centre near 1500
TNAP act hi DEA = activators of human TNAP at high phosphate acceptor concentration; P05186; purified TNAP, CDP-star luminescence, 1 M DEA, 30 min; hits give high values; 0 = EDTA background, 1 = DMSO-only activity; activation factor at 20 µM; 200,000 tested, under 10 active; AID 1136;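 active means activation factor at least 2 at 20 µM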
Target sequence (P05186 whole entry, looked up): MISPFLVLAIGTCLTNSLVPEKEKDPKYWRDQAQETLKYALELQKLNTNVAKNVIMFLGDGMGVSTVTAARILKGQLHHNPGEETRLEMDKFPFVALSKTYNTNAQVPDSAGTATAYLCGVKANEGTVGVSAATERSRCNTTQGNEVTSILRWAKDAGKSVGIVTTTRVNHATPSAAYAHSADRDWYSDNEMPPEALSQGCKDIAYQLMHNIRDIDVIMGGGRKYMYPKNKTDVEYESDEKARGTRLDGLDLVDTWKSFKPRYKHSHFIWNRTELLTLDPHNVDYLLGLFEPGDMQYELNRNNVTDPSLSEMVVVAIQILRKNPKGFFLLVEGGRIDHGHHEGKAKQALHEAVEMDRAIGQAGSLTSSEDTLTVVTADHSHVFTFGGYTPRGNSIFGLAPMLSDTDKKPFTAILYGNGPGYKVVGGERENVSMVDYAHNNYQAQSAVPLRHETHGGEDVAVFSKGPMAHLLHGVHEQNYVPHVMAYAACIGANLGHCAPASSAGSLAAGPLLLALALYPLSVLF
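Measured by: Luminescent substrate turnover signal | Test system: Human TNAP | Input: TNAP 1/800 final | Dosing: 20 µM single point | Schedule: 30 min, room temperature | Controls: EDTA wells as negative control, DMSO wells as positive control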
PPARg SRC1 recr = PPARgamma-driven SRC-1 recruitment agonism; activation, % at 8 µM; 200,000 compounds, 0.41% hits; AID 631; P37231; PPARgamma-SRC-1 coactivator recruitment biochemical assay; in the data active means activation above about 19%;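 further: 0% = DMSO and 100% = reference agonist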
Target sequence (P37231 whole entry, looked up): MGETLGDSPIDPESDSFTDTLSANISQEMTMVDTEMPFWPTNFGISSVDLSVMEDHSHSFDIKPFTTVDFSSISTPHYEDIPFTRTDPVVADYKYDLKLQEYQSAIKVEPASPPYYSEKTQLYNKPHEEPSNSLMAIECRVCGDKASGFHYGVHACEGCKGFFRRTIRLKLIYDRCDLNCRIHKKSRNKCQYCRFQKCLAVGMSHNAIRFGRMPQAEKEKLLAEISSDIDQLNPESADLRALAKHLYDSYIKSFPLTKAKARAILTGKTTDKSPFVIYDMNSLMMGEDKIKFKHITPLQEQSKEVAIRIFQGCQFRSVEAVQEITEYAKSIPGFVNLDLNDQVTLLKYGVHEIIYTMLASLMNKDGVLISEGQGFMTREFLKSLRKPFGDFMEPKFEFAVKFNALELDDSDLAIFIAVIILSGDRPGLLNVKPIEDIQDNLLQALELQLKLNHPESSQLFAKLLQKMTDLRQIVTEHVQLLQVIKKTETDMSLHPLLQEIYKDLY
bIAP activator = intestinal alkaline phosphatase (bovine) activation; purified bovine IAP, CDP-star luminescence, 30 min; hits give high values; fold of DMSO-control signal, blank-subtracted; activation factor at 20 µM; 200,000 compounds, 0.17% hits; AID 1016;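 active means activation factor of 2 or more at 20 µM, a signal rise over negative controls twice the positive control's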
TNAP inh hi DEA = blocks human TNAP under high phosphate acceptor concentration; P05186; purified TNAP, CDP-star luminescence, 1 M DEA; inhibition, % at 20 µM; 200,000 compounds, 0.03% hits; AID 1135;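 active means over 50% inhibition of tissue-nonspecific alkaline phosphatase at 20 µM in the single-dose screen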;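 further: plate controls were DMSO wells for no effect and EDTA-quenched wells as full inhibition for full effect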
PPARg SRC3 recr = promotes SRC-3 coactivator recruitment by human PPARgamma. biochemical PPARgamma/SRC-3 coactivator recruitment assay. activation, % at 8 µM. 200,000 compounds, 0.26% hits; in the data active means activation above about 23%;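 further: 0% = DMSO and 100% = reference agonist; some compounds past the cut are filed as inactive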
bIAP inh = intestinal alkaline phosphatase (bovine) inhibition; purified bovine IAP, CDP-star luminescence, 30 min; inhibition, % at 20 µM; 190,000 tested, under 10 active;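 active means over 50% inhibition of intestinal alkaline phosphatase at 20 µM in the single-dose screen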
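Assay system – bovine IAP enzyme · Quantity – bovine IAP at 1/65,000,000 final dilution · Detection – CDP-star luminescence signal · Times – 30 min reaction at room temperature · Also added – CDP-star substrate at 30 µM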
PPARg SRC2 recr = agonists of SRC-2 recruitment by human PPARgamma; P37231; PPARgamma LBD-SRC-2 recruitment, biochemical; activation, % at 8 µM; 200,000 compounds, 0.34% hits; AID 1032; in the data active means activation above about 22%;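 further: 0% = vehicle and 100% = reference agonist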
HMGR II inh = E. faecalis class II HMG-CoA reductase inhibition | purified E. faecalis HMGR, NADPH absorbance 340 nm kinetic | inhibition, % at 10 µM | 190,000 compounds, 0.41% hits | AID 1066;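 active means inhibition above a set limit, the median over all tested compounds plus 3 SD, cut at about 9.5% in these data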;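 further: enzyme runs in reverse so mevalonate oxidation gives rising NADPH absorbance; 0% = complete reaction with DMSO and 100% = background rate lacking mevalonate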
TNAP inh no acc = TNAP (human) inhibition, acceptor-free conditions; inhibition, % at 20 µM; P05186; AID 1012; 200,000 compounds, 0.26% hits; purified TNAP, CDP-star luminescence, 30 min;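 active means tissue-nonspecific alkaline phosphatase inhibition above about 50% at 20 µM in the single-dose screen, limit read from the data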;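 further: 0% = DMSO negative control and 100% = EDTA positive control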
Numbers without * were called inactive.

SMILES	TR-FRET SRC-2 ct	TNAP act hi DEA	PPARg SRC1 recr	bIAP activator	TNAP inh hi DEA	PPARg SRC3 recr	bIAP inh	PPARg SRC2 recr	HMGR II inh	TNAP inh no acc
COc1cc(C(=O)Nc2ccc3c(c2)CCN3C(C)=O)cc(OC)c1OC	1490	1	1	0.9	-3	1	7	4	-2	-13
S=C(NCc1ccc2c(c1)OCO2)Nc1ccc(-c2nc3ccccc3[nH]2)cc1	1662	1	0	0.9	0	4	7	14	-6	-19
Cc1ccc(CNC(=O)CN2CCN(Cc3ccc(C)cc3)C2=O)cc1	1545	1	-5	1.1	-2	1	-7	4	-7	-14
COc1ccc(/C=C/C(=O)Nc2sc3c(c2C(=O)NCc2cccnc2)CCCC3)cc1	1648	1	4	0.9	-4	-3	6	2	5	-8
NNC(=O)c1nc[nH]c1C(=O)Nc1ccccn1	1496	1.1	4	1.7	-9	-2	-68	5	-9	-148
Cn1c(N)c(C(=O)COC(=O)CCc2nc3ccccc3s2)c(=O)n(C)c1=O	1927	1	5	1	-2	-1	-2	8	4	-3
CCOC(=O)c1cnc(SCc2nc(N)nc(Nc3ccccc3OC)n2)nc1N	1468	1	4	0.8	0	1	20	-1	-5	-16
Clc1ccc(OCCCCCN2CCCC2)c(Br)c1	1563	1	-4	1	-3	-3	3	-8	-8	-5
COc1ccc(-c2nn(-c3ccccc3)cc2N)cc1	1632	1	6	1	0	3	3	13	-8	-14
COc1ccccc1CNC(=O)Cc1ccc(C)cc1	1313	1	-6	1.1	-2	2	-6	-1	0	-3
COc1ccc(-c2csc(-c3ccccc3)n2)c(OC)c1	1851	1	9	0.8	1	10	16	7	-5	-7
O=Cc1cn(CC(=O)Nc2ccc(F)cc2)c2ccccc12	1307	1	-5	1	-1	-2	3	-2	-5	-11
c1ccc2c(c1)Sc1ccccc1-n1cnnc1-2	1405	1	-1	0.9	-1	3	7	6	-1	-6
COc1cc(/C=C(\C#N)c2ccccn2)ccc1OCc1ccccc1	1534	1	9	1	-4	2	-2	-1	-9	-14
COc1ccc(-n2c(C)c(C(C)=O)c(C(C)=O)c2C)cc1	1500	1	-1	0.8	-3	-1	16	3	0	-9
O=C(Cc1ccccc1)N[C@@H](Cc1ccccc1)C(=O)O	1435	1.1	-2	1	-5	-5	-4	-3	1	-8
S=c1[nH]nc(CCSCc2ccccc2)n1-c1ccccc1	1697	1	5	1.1	2	6	-12	7	-6	-92
NNc1nc2ccc(Cl)cc2s1	1543	0.9	3	0.9	7	0	12	0	-8	10
O=C(Nc1ccccc1F)N(CCCN1CCOCC1)Cc1cc2cc3c(cc2[nH]c1=O)OCCO3	1511	1.1	6	1	-9	3	2	0	-6	-18
Cc1cccc2nc(-c3cccc(NC(=O)c4ccc(Cl)cc4)c3)cn12	1757	1	3	0.9	-1	5	14	10	-1	-8

3 compounds from above, ordered by the value under PPARg SRC2 recr, smallest number first:
compound | TNAP act hi DEA | PPARg SRC1 recr | bIAP activator | TNAP inh hi DEA | PPARg SRC3 recr | bIAP inh | PPARg SRC2 recr | HMGR II inh | TNAP inh no acc
O=Cc1cn(CC(=O)Nc2ccc(F)cc2)c2ccccc12 | 1 | -5 | 1 | -1 | -2 | 3 | -2 | -5 | -11
COc1ccc(-n2c(C)c(C(C)=O)c(C(C)=O)c2C)cc1 | 1 | -1 | 0.8 | -3 | -1 | 16 | 3 | 0 | -9
COc1ccc(-c2csc(-c3ccccc3)n2)c(OC)c1 | 1 | 9 | 0.8 | 1 | 10 | 16 | 7 | -5 | -7

Further entries
SMILES	TR-FRET SRC-2 ct	TNAP act hi DEA	PPARg SRC1 recr	bIAP activator	TNAP inh hi DEA	PPARg SRC3 recr	bIAP inh	PPARg SRC2 recr	HMGR II inh	TNAP inh no acc
Cc1nn(-c2ccc(C(=O)O)cc2)c(C)c1Oc1ccccc1O	1420	1	0	0.9	-4	-2	14	5	0	3
N#Cc1ccccc1COC(=O)c1cccnc1N	1612	1	5	0.9	-2	-6	13	6	-4	-5
CCN(CC)C(=O)c1ccc(S(=O)(=O)NCc2cccnc2)cc1	1400	1	4	1	-5	-4	-1	1	0	-6
CCN(CC)C(=O)CSc1nc(N)c2c3c(sc2n1)CC(C)CC3 (centres undefined)	1473	1	-4	1	1	-4	-2	-5	1	-3
COc1ccc(C(=O)/C=C/c2ccc(N3CCCCC3)c([N+](=O)[O-])c2)cc1	1623	0.9	4	0.9	10	3	11	14	-1	1
COc1ccc(NC(=O)C2CSC(C)(C)N2C=O)cc1 (centres undefined)	1637	1	11	1.2	-1	3	-16	11	4	-16
c1ccc(-c2ccc(-c3nc(-c4ccncc4)no3)cc2)cc1	1631	1.1	6	0.9	-6	12	9	2	0	-11
CCN(c1ccc2c(c1)OCO2)S(=O)(=O)c1cc(Br)cc2c1N(C(=O)C1CC1)CC2	1535	1	-2	1.1	-2	2	-5	4	-4	-9
NS(=O)(=O)c1ccc(CCNC(=O)c2ccc3ccccc3n2)cc1	1893	1	5	1.1	2	3	-5	7	4	-15
NC1=NC(=Nc2ccccc2)c2ccccc21	1539	1.1	-4	0.9	-6	-7	13	-9	1	1
O=C(CSCCO)Nc1ccc(C2CCCCC2)cc1	1504	1.1	-1	1	-5	-2	0	-5	-6	-11
Cc1cc(NC(=O)COC(=O)C2CCC(=O)N2)c([N+](=O)[O-])cc1C (centres undefined)	1427	1	0	1.1	-2	-2	-8	3	-3	-6
Cc1cc(NC(=O)c2sc(Nc3ccc(F)c(Cl)c3)nc2N)no1	1653	1	-7	1	-3	-4	0	-2	0	-12
O=C(CCN1CCc2ccccc2C1)Nc1cccc(F)c1	1698	1	2	0.9	-2	4	8	13	-1	-12
COC(=O)/C=C1/N/C(=N\c2nc(C)cc(C)n2)N(c2ccc(C)c(C)c2)C1=O	1475	1	1	1.1	-4	-3	-13	0	3	-28
Cc1ccc(C)c(NC(=O)C2CCCN2S(=O)(=O)c2ccc3c(c2)n(C)c(=O)c(=O)n3C)c1 (centres undefined)	1446	1	-1	0.9	-1	-3	13	3	-3	-9
CCOc1ccccc1-n1c(C)cc(C=O)c1C	1446	1	3	1	1	0	-2	0	-3	-1
COCCCNc1nc2c(-c3ccc(Cl)cc3)nnn2c2ccccc12	1673	1	1	0.9	-3	3	14	0	-2	-9
CN(CCc1cnn(C)c1)Cc1cn[nH]c1-c1ccc(-c2ccccc2)cc1	1780	1.1	1	1.4	-5	2	-37	2	-5	-8
N#C/C(=C/c1ccccc1[N+](=O)[O-])c1nnc2n1CCCCC2	1619	1	4	0.9	1	6	12	4	-3	10
O=C(Cn1c(NCCO)nc2ccccc21)NCCc1ccc(F)cc1	1533	0.9	-3	1	5	0	2	-9	-2	13
COc1ccc(Br)cc1CNC(=O)C1CCCN(c2nc3ccccc3o2)C1 (centres undefined)	1711	1.1	5	1	-7	-13	3	-7	-2	-4
COc1ccc(OCCNc2cc(N3CCCCC3)ccc2[N+](=O)[O-])cc1	1445	0.9	-2	0.7	6	-3	27	1	0	10
COc1ccc(C2C(C#N)=C3NC(=O)c4c(sc5c4CCCCC5)N3C3=C2C(=O)CC(C)(C)C3)cc1 (centres undefined)	1461	0.9	11	0.8	6	4	22	5	-7	1
COc1cc(/C=N/n2cnnc2)ccc1OCCSc1ccc(C)cc1	1699	1.1	-4	0.9	-6	-1	6	2	-4	-11
O=C(Nc1ccc(F)cc1)NC1CCCCC1	1397	1	-1	1	-4	-14	1	-6	0	-2
O=C(NCCc1ccccc1)C(=O)NN=C1CCCC1	1505	1	2	1	-4	14	2	12	-1	2
COc1ccc(C(=O)CCC(=O)Nc2cccc(Cl)c2)cc1	1813	1	10	1	2	3	3	0	-3	-4
CN1C(=O)NC(NC(=O)c2ccncc2)(C(F)(F)F)C1=O (centres undefined)	1632	1.1	3	1	-7	5	0	6	-2	-14
Cc1ccc(N2CC(C(=O)Nc3ccc4c(c3)OCCO4)CC2=O)cc1 (centres undefined)	1448	1	-7	1	-3	-10	2	-2	-2	-12
CCOc1ccc(CN2CCN(Cc3cnc(-c4ccccc4)s3)CC2CCO)cc1 (centres undefined)	1644	1	0	1.2	-2	2	-19	7	-6	-3
CN(C[C@H](Cc1ccccc1)N(C[C@@H](Cc1cccc2ccccc12)N(CCc1ccccc1)N=O)N=O)N=O	1577	1.1	0	0.9	-8	0	8	7	-1	-10
Cc1cc(C(=O)CN2CCC(C)CC2)c(C)n1-c1ccccc1F	1636	1	6	0.8	-2	-2	20	6	1	-10
COc1cc(C(=O)NCc2ccccn2)ccc1OCc1c(C)noc1C	1703	1	-2	1.1	-4	7	-9	2	-5	-9
CCOC(=O)c1ccc(S(=O)(=O)NCCN(CC)CC)cc1	1520	1	13	1	1	-2	-5	4	1	-7
COc1ccc(CN(C(=O)CN2C(=O)C(C)Oc3ccccc32)C2CCCC2)c(OC)c1 (centres undefined)	1629	1	3	1.2	-3	4	-24	3	-2	-6
CC(C)N1CCN(Cc2ccc(C#CCCO)cc2)CC1CCO (centres undefined)	1527	1	-10	1	-4	-1	2	-5	4	-8
COc1ccc(N(C(=O)Cc2cccs2)C(C(=O)NC2CCCCC2)c2cccn2C)cc1 (centres undefined)	1524	1	1	1	-3	6	4	13	-2	-10
C=CCOC(=O)C1=C(C)OC(N)=C(C#N)C1c1ccccc1F (centres undefined)	1661	1	-2	0.9	-1	5	13	5	-5	-9
Cc1ccc(N(CC(=O)Nc2ccc(F)c(Cl)c2)S(=O)(=O)c2c(C)noc2C)cc1	1582	1.1	13	0.9	-12	1	5	7	1	-18

Continued (2 carried over from the part before).
SMILES	TR-FRET SRC-2 ct	TNAP act hi DEA	PPARg SRC1 recr	bIAP activator	TNAP inh hi DEA	PPARg SRC3 recr	bIAP inh	PPARg SRC2 recr	HMGR II inh	TNAP inh no acc
C=CCOC(=O)C1=C(C)OC(N)=C(C#N)C1c1ccccc1F (centres undefined)	1661	1	-2	0.9	-1	5	13	5	-5	-9
Cc1ccc(N(CC(=O)Nc2ccc(F)c(Cl)c2)S(=O)(=O)c2c(C)noc2C)cc1	1582	1.1	13	0.9	-12	1	5	7	1	-18
CCCC(=O)NCc1cc(-c2nn(C)c(=O)c3ccccc23)ccc1C	1463	1	-16	1	-2	-1	3	-6	2	-10
CN(C)CC(O)COc1ccc(C(C)(C)c2ccc(OCC(O)CN(C)C)cc2)cc1 (centres undefined)	1525	1	-4	1.1	-3	-19	-8	-13	2	-6
O=C(CNC(=O)c1cccs1)NCC(=O)OCc1ccc(F)cc1	1604	1	2	1.2	-4	1	-19	4	-4	-6
CCn1c(=O)c(-c2ccccc2)c(O)c2ccccc21	1734	1.1	7	0.9	-8	7	7	5	-2	2
O=C(NC1CCCCCCC1)c1ccc(CNc2c(N3CCOCC3)c(=O)c2=O)cc1	1473	1	-2	1	-3	4	1	-2	1	-8
O=c1c2[nH]c3ccc(Cl)cc3c2ncn1Cc1ccccn1	1408	1	5	0.9	-1	-1	15	4	3	-8
CCOC(=O)C1Cn2c(nc3c(c2=O)C2(CCCC2)Cc2ccccc2-3)S1 (centres undefined)	1515	1	-3	1	-2	2	3	3	-2	-4
CC(C)=CCC/C(C)=C/CC/C(C)=N/O	1571	1	4	1	-1	5	1	5	-5	-4
CC(=O)c1ccc(N2CCN(C(=O)Nc3ccc(C)cc3)CC2)cc1	1499	1	2	1	-2	0	-2	6	1	-11
Cc1nc2cc3ccccc3cc2c(=O)[nH]1	1692	1	0	0.9	0	5	7	4	-3	4
